# Compound activity as filed in PubChem.
# CRFR2-BP antag – CRF-BP/CRF-R2 complex antagonism; HEK293 CRF-R2/CRF-BP, CRF-induced calcium fluorescence; inhibition, % at 11.8 µM; 350,000 tested, 0.59% active;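 active means inhibition of the ligand-induced calcium signal above about 50% at the single tested concentration, limit read from the data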
# GalR3 antagonist – antagonists of human GalR3 | HEK293 GalR3-CNG cAMP membrane potential fluorescence; galR3 body fused to GalR1 C-terminus | O60755 | 360,000 tested, 0.44% active | inhibition, % at 3 µM;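 active means inhibition above the screen-wide average plus 3 SD, cut at about 13% in these data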;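 further: forskolin and galanin both at EC90 stimulate the cells; cAMP rise reported by CNG channel membrane potential dye signal; 0% = forskolin plus galanin with DMSO and 100% = forskolin alone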
# Target sequence (O60755 1-299 limits assumed): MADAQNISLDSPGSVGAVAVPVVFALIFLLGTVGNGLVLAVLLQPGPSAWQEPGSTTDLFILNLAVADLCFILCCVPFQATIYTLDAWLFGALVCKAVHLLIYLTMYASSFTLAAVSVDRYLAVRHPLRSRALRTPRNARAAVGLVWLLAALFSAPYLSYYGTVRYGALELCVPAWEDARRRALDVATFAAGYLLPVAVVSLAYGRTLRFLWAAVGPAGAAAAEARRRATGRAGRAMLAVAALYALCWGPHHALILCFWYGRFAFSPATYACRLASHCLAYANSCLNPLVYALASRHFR
# VIM-2 inh – inhibitors of Pseudomonas aeruginosa VIM-2 metallo-beta-lactamase. purified VIM-2, nitrocefin hydrolysis, epi-absorbance fluorescence. inhibition, % at 5.6 µM. 290,000 tested, 0.89% active;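 active means inhibition above the mean of all tested compounds plus 3 SD, cutoff set per screening run, cut at about 7.5% in these data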;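 further: red hydrolysis product quenches plate fluorescence so inhibitors raise well fluorescence; 0% = enzyme with DMSO and 100% = DMSO without enzyme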
# pCIP destab – lowers stability of the mouse p/CIP coactivator protein | decrease of EGFP signal, % at 10 µM | Q05BA5 | F442A p/CIP-EGFP cells, EGFP fluorescence, 16 h | 290,000 tested, 0.01% active;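 active means EGFP signal decrease of at least 30% at 10 µM or well 3 SD below plate mean, unless failing retest; inactive means the rest, including hits failing retest or dose response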; further: some compounds called inactive have numbers as strong as hits; many of its hits are not listed in these tables
# IDE cell activ – activators of human insulin-degrading enzyme in cells. HEK cells, FAbeta-B cleavage, fluorescence polarization; 0% vehicle, 100% cell-free pure enzyme wells. activation, % at 5.96 µM. 340,000 tested, 0.073% active. AID 493087;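 active means activation above the mean of all tested compounds plus 3 SD, set per screening campaign, cut at about 17% in these data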
# HCV NS3 hel inh – inhibitors of Hepatitis C virus NS3 helicase; 290,000 tested, 0.56% active; inhibition, % at 10.9 µM; NS3 helicase DNA unwinding, Cy5 molecular beacon fluorescence;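 active means inhibition above the mean of all tested compounds plus 3 SD, set per campaign, cut at about 35% in these data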;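 further: 0% = DMSO wells and 100% = thioflavine S control wells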
#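 Control set: DMSO versus 110 µM thioflavine S; Material: NS3 helicase fragment of HCV; Measured by: Cy5 fluorescence at 0 and 60 min, beacon hairpin quenching; Read-out basis: percent inhibition from t60/t0 fluorescence ratio; Times: reaction time 60 min, 25 °C; Repeats: single replicate; Compound dosing: single dose, 10.9 µM nominal final, DMSO 0.8% final.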
# IDE inh – cellular human IDE inhibition | P14735 | HEK cells, FAbetaB cleavage, fluorescence polarization | inhibition, % at 5.59 µM | 320,000 tested, 0.41% active | AID 434962;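 active means percent inhibition above the average of all tested compounds plus 3 SD, set per screening campaign, cut at about 16% in these data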;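 further: IDE supplied by intact live HEK cells; FP after avidin binding of uncleaved biotin substrate so inhibition keeps polarization high; 0% = DMSO wells and 100% = 60 µM reference IDE inhibitor Ii1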
# SUMO HTRF inh – inhibitors of human SUMOylation (UBC9); 290,000 tested, 0.36% active; HTRF SUMOylation assay, SAE1/SAE2 + UBC9, in vitro; AID 2006; P63279; inhibition, % at 35 µM; in the data active means inhibition above about 50%, passing the limit was not always enough; further: strong numbers were not always called active
# Target sequence (P63279 whole entry, looked up): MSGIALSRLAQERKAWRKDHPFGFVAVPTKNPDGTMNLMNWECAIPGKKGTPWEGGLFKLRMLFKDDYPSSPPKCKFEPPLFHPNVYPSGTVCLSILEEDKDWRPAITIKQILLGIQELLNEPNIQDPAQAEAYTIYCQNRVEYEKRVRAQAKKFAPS
# IMP-1 inhibitor – inhibitors of Pseudomonas aeruginosa IMP-1 metallo-beta-lactamase. inhibition, % at 5.6 µM. purified IMP-1, nitrocefin hydrolysis, epi-absorbance fluorescence. 290,000 tested, 0.45% active;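 active means inhibition above the mean plus 3 SD of all compounds in the same screening run, cut at about 4.5% in these data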;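 further: 0% = IMP-1 with DMSO and 100% = DMSO wells lacking enzyme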
#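 System: purified IMP-1; amount: IMP-1 0.2 nM before substrate addition; compound: single dose, 5.6 µM; times: 25 °C, 15 min preincubation, 25 min reaction; signal: Epi-absorbance via hydrolysed-nitrocefin quenching of white-plate fluorescence, 480/530 nm, EDTA stop; benchmarks: DMSO with and without IMP-1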
# * marks the source's active call; other numbers are inactive results; . = no result given.
SMILES,CRFR2-BP antag,GalR3 antagonist,VIM-2 inh,pCIP destab,IDE cell activ,HCV NS3 hel inh,IDE inh,SUMO HTRF inh,IMP-1 inhibitor
CC(=O)Oc1ccc(/C=C/c2nc3ccccc3c(=O)o2)cc1,13,-8,-0.1,0,4,-2,-5,20,0.4
CCOC(=O)c1[nH]c(C)c(C(=O)OCc2c(C)noc2C)c1C,-2,-3,-2.1,1,1,2,-4,1,-2.9
Cc1cc(C)n2nc(C(=O)OC(C)C(=O)c3cc(C)c(C)cc3C)nc2n1 (centres undefined),0,-3,.,.,1,.,0,.,.
Fc1ccccc1CNc1ccc(Cl)cc1,9,-3,-0.1,6,1,4,-8,-12,-2.5
C/C(=N\O)c1cc(Cl)ccc1O,16,-3,-3.9,-9,3,-22,-9,8,-3.0
O=C1CCCC2=C1C1(CCCCC1)N=C(Nc1nc3ccccc3o1)N2,-9,-4,-6.9,-11,2,1,0,-10,-3.7
CCOc1ccc2nc(N3CCCC(C(=O)NCC4CCCO4)C3)sc2c1 (centres undefined),0,-6,0.8,-13,5,-4,8,13,-3.1
O=C(c1cnc2ccc3ccccc3c2c1)c1cc(F)ccc1O,-32,-1,-0.3,-3,-1,1,-2,-33,-2.6
Cn1nccc1C(=O)Nc1cccc(S(=O)(=O)N2CCOCC2)c1,7,1,0.4,3,9,-2,4,-6,-0.8
CNc1nc(-c2ccccn2)nnc1-c1ccccc1,-1,0,-2.0,-2,2,-9,4,19,-3.0
O=[N+]([O-])c1cccnc1-n1cnc2ccccc21,14,-2,-0.6,-18,0,9,3,20,-0.5
COc1ccccc1NC(=O)CSc1nc2ccccc2c(=O)n1C,5,-3,1.1,-12,-3,10,6,-6,-0.3
CC1CCCC(NC(=O)CSc2cccc[n+]2[O-])C1C (centres undefined),5,-5,.,.,2,.,-2,.,.
CC(C)CN(C(=O)CN1CCN(c2ccc([N+](=O)[O-])cc2)CC1)c1c(N)n(CC(C)C)c(=O)[nH]c1=O,-2,-1,-3.6,-3,1,12,7,1,-1.4
Cc1cccc(C)c1NC(=O)Cn1nnc(-c2ccc(CN3CCC(C)CC3)cc2)n1,-13,-5,-3.6,-1,-1,0,5,7,-3.9
COc1ccc(COC(=O)C2CC(=O)N(Cc3ccccc3)C2)cc1 (centres undefined),6,-3,.,.,3,.,-6,.,.
O=C(O)CC/C(=C\c1ccccc1[N+](=O)[O-])c1nc2ccccc2s1,5,6,8.8*,-9,-2,-21,1,-2,-1.9
Cn1c(=O)n(CCN2CCOCC2)c(=O)c2c1nc1n2CCN1c1ccc(Oc2ccccc2)cc1,7,-2,.,-5,-1,.,.,14,.
Cc1cc(NC(=O)c2ccc(N(C)S(=O)(=O)c3ccccc3)cc2)no1,-12,-7,-0.6,-4,-4,-5,3,-14,-1.3
CCN(C(=O)COC(=O)CCC(=O)c1ccccc1)c1c(N)n(Cc2ccccc2)c(=O)[nH]c1=O,-7,-5,.,.,10,.,3,.,.
CC(C)CC(c1nnnn1Cc1ccco1)N1CCN(c2cccc(Cl)c2)CC1 (centres undefined),0,-2,-1.2,-5,0,-8,-2,13,0.8
COc1ccccc1N1CCN(C(=O)C(Cc2ccccc2)NC(=O)C2CCCCC2)CC1 (centres undefined),-8,-3,-0.3,-7,-1,-17,-6,12,-1.6
COc1cc(S(=O)(=O)N(Cc2ccccn2)Cc2ccco2)ccc1-n1cnnn1,15,0,-2.6,-6,6,-1,-3,1,-7.1
O=C(Cn1cc(C(F)(F)F)ccc1=O)N/N=C/c1ccc(Cl)cc1,-7,-5,-3.4,-8,-1,6,-3,-2,-4.0

# Reprinted at random: 4 records from the list
SMILES,CRFR2-BP antag,GalR3 antagonist,VIM-2 inh,pCIP destab,IDE cell activ,HCV NS3 hel inh,IDE inh,SUMO HTRF inh,IMP-1 inhibitor
CC(C)CC(c1nnnn1Cc1ccco1)N1CCN(c2cccc(Cl)c2)CC1 (centres undefined),0,-2,-1.2,-5,0,-8,-2,13,0.8
COc1cc(S(=O)(=O)N(Cc2ccccn2)Cc2ccco2)ccc1-n1cnnn1,15,0,-2.6,-6,6,-1,-3,1,-7.1
O=C(Cn1cc(C(F)(F)F)ccc1=O)N/N=C/c1ccc(Cl)cc1,-7,-5,-3.4,-8,-1,6,-3,-2,-4.0
CC(C)CN(C(=O)CN1CCN(c2ccc([N+](=O)[O-])cc2)CC1)c1c(N)n(CC(C)C)c(=O)[nH]c1=O,-2,-1,-3.6,-3,1,12,7,1,-1.4

# The list goes on:
SMILES,CRFR2-BP antag,GalR3 antagonist,VIM-2 inh,pCIP destab,IDE cell activ,HCV NS3 hel inh,IDE inh,SUMO HTRF inh,IMP-1 inhibitor
Cc1cc(C)c2c(c1)/C(=C/C(=O)c1ccc(Br)s1)C(=O)N2,-44,-5,-4.2,6,-4,-2,2,-1,-4.0
Cc1ccc(NC(=O)CCNS(=O)(=O)c2ccc3[nH]c(=O)oc3c2)c(Cl)c1,-2,-6,-1.6,1,-3,3,-4,1,-3.0
O=C(CCc1nc2ccccc2c(=O)[nH]1)Nc1ccc(F)c([N+](=O)[O-])c1,9,-5,-2.3,0,-6,52*,-6,12,-1.5
Cc1cc(C)cc(NC(=O)CSc2nnc(-c3ccccc3C)o2)c1,-5,-6,-3.2,8,1,0,5,3,-1.4
COC(=O)[C@H](CCSC)NC(=O)Nc1ccc(C)cc1C,-6,-1,-0.6,-13,7,12,-2,14,0.2
CN(c1ccccc1)S(=O)(=O)c1cccc(Cl)c1Cl,36,0,-2.2,-13,2,4,5,19,-3.0
Cc1ccc(/C=C/C(=O)O)cc1S(=O)(=O)NCc1cccnc1,-2,10,-0.2,-4,4,-7,2,11,-2.5
COc1ccc(C(=O)Cn2c(Cl)nc3c2c(=O)n(C)c(=O)n3C)cc1,6,-4,-0.8,-3,5,-5,7,20,-1.9
CCOC(=O)N1CCC(NC(=O)CCCN2C(=O)CSc3ncccc32)CC1,-16,0,-1.7,-19,1,-1,-6,21,-3.6
COc1ccccc1CC(=O)NCc1csc(-c2cccs2)n1,2,-5,-3.1,-2,.,-2,1,5,-1.0
C=CC[C@H](CC(=O)NCCO)C(=O)N[C@@H](C)COC(=O)[C@H](CC=C)CC(=O)OC(C)(C)C,10,-5,.,.,2,.,-5,.,.
CC(C)=C1C2C=CC1C(C(=O)Nc1cc(C)ccc1C)C2C(=O)O (centres undefined),-17,4,-4.1,-2,5,1,4,13,-2.8
O=C1c2ccccc2NC(c2ccccn2)N1NS(=O)(=O)c1ccccc1 (centres undefined),-11,-5,-0.8,0,8,-5,1,4,-0.7
COc1cccc(Sc2ccccc2CN(C)C)c1,36,0,-3.0,-9,2,-2,7,-7,-2.2
COc1ccc(OCCn2cc(/C=N/NC(=O)c3ccncc3)c3ccccc32)cc1,-16,-5,-1.3,0,7,-17,5,-7,-1.5
O=C(CSc1nnc(CNC(=O)c2cccs2)o1)NC1CCCC1,17,-3,-4.1,-2,5,5,1,3,-4.8
Cc1ccc(NC(=S)N(CCCN2CCN(C)CC2)Cc2cccs2)cc1C,9,-5,3.0,1,-4,-14,-6,4,-0.6
O=S(=O)(Cc1ccccc1)NCCc1ccc(F)cc1,3,-8,-1.0,-2,-3,-1,5,-1,0.8
Cc1ccc(C(NC(=O)C(C)C)c2cc([N+](=O)[O-])c3cccnc3c2O)cc1 (centres undefined),33,-1,-2.7,1,-12,4,2,7,-2.0
Cc1ccc(NC(=O)Cn2c(=O)oc3cc(S(=O)(=O)N4CCC(C)CC4)ccc32)cc1C,33,1,-4.0,-14,0,12,4,50*,-5.2
COc1ccc(CN2CCNC(=O)C2CC(=O)N(C)Cc2cc(C)no2)cc1OC (centres undefined),-19,1,-3.3,-13,-3,8,.,8,-4.0
CC(=O)c1c(C)nc(-c2ccccc2)n1O,0,-4,-1.5,-9,4,8,-2,-2,-2.9
COc1ccnc(Oc2ccccc2)c1C(=O)N/C=N/OCc1ccccc1,-18,1,-2.2,8,9,-7,-4,-16,-1.8
COc1ccc(S(=O)(=O)NCC2CCCN(C(=O)c3sccc3C)C2)cc1 (centres undefined),2,-5,-4.5,18,-2,3,1,-3,-3.2
CCN(C[C@H]1N[C@@](C)(C(=O)OC)[C@H]2C(=O)N(C)C(=O)[C@@H]12)S(=O)(=O)c1ccccc1,-18,2,.,.,-4,.,1,.,.
CCC1CCCCN1C(=O)CNCC1CCCO1 (centres undefined),2,4,-2.7,-8,5,1,-6,-1,-2.4
CN(C)N=Nc1nc2c(c(=O)n(C)c(=O)n2C)n1C,-8,-7,-0.5,-6,.,-8,2,14,-3.6
COc1ccccc1N(CC(=O)NCc1ccccc1)C(=O)CCC(=O)Nc1cc(C)ccn1,-3,-4,-4.9,-6,3,-1,-1,15,-4.0
Cc1cc(S(=O)(=O)Nc2ccc(C(=O)NCC3(N(C)C)CCCCC3)cc2)ccc1F,-3,-4,.,.,3,.,-4,.,.
O=C(NC1CC1)C1=C[C@H](C2CCCCC2)C[C@H](OCc2ccc(CO)cc2)O1,-12,-4,-0.1,5,2,1,-3,10,-0.4
CCOC(=O)C1(Cc2cccc(Cl)c2)CCCN(C(=O)CCC(=O)N(C)C)C1 (centres undefined),18,-3,-2.5,7,6,-6,3,3,-2.2
Cc1ccc(NC(=O)CSc2nnc(-c3ccccc3Br)o2)cc1C,7,-1,-3.5,-4,2,-2,5,1,-4.5
O=C(NCc1ccc2c(c1)OCO2)Nc1ccc([N+](=O)[O-])cc1,18,-1,0.5,3,2,2,.,8,-1.6
COc1ccc(C(=O)NCCS(=O)(=O)N2CCN(C(=O)c3ccco3)CC2)cc1,-2,-5,.,.,3,.,2,.,.
CCOC(=O)CCc1c(C)nc2ncnn2c1C,23,-4,-2.9,5,-6,6,-2,-14,-3.1
CC(C)c1ccc(NC(=O)CSC(C)c2nc3ccccc3c(=O)[nH]2)cc1 (centres undefined),-11,-2,-0.6,-7,5,-12,14,25,-0.7
Cc1ccccc1OCCn1cc(C(=S)N2CCN(C)CC2)c2ccccc21,-15,-4,-0.2,-1,0,-66,-1,-7,-3.9
OCCNc1nc(Nc2cc(Cl)ccc2OC2CCCC2)nc(N2CCCC2)n1,-4,-2,.,.,5,.,6,.,.
CCOC(=O)c1[nH]cnc1C(=O)N[C@@H](C)c1ccccc1,5,-2,.,.,3,.,-3,.,.
CCN(CC)CC(=O)NCc1cc(-c2ccc(OC)cc2)no1,-9,-3,-0.8,-10,7,3,-1,26,-3.0
O=C(NCC1CC1)c1onc(CSc2nc3ccccc3[nH]2)c1C(=O)NCC1CC1,0,-6,-1.1,8,3,-6,-1,6,-2.1
COc1ccc2[nH]cc(C(=O)CNc3nc(C)cs3)c2c1,23,4,-0.7,4,5,-15,6,-29,-2.2
CCC(Oc1ccccc1)C(=O)NCCCN1CCOCC1 (centres undefined),2,-4,-0.7,6,5,0,3,1,1.8
CCOC(=O)c1ccc(N2C(=O)CC(SCC(N)C(=O)OCC)C2=O)cc1 (centres undefined),1,-3,-3.5,-1,0,1,8,-10,-2.2
Cc1cc(C)nc(NS(=O)(=O)c2ccc(NC(=O)CCC3COc4ccccc4O3)cc2)n1 (centres undefined),-2,-3,0.9,0,-9,20,14,4,-0.8
